# High-throughput results deposited in PubChem by National Center for Advancing Translational Sciences (NCATS).
# S3 lipid droplet – qHTS Assay for Lipid Storage Modulators in Drosophila S3 Cells; Drosophila S3 cells, BODIPY lipid droplet fluorescence, 18-24 h; cells fed with added oleic acid; lipid storage change, negative = inhibition, % at the top dose, mostly 46.1 µM; hits show Potency in µM; 320,000 tested, 0.64% active; AID 2685, 2010; active = well fitted inhibition curve with a large enough effect in the signal ratio, with a control signal flat, not every such curve was filed as active; inconclusive = small, poorly fitted or top-dose-only effect, or effect the other way, or a change in a side signal; the % refers to the signal ratio
#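 Laser-scanning cytometry quantifies lipid droplet accumulation (500–530 nm total intensity; droplet/cell object ratio) in oleic acid-fed (400 uM added) Drosophila S3 cells treated with a concentration series. 20 uM Triacsin C defined 100% inhibition.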
# S3 lipid droplet cell count max – recorded beside S3 lipid droplet, whose call it bears; cell number change, %; measured here: cell count max response;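 cells counted by Cell Tracker Red CMTPX staining in the red channel; peak over a dose series mostly up to 46.1 µM; percent activity relative to internal control wells on each plate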
# The depositor's hits bear a star; i = inactive; ? = inconclusive; / = no result given. % is scaled to controls: 0 for no effect and ±100 for the full control effect; potency is read from the fitted curve at half-maximal effect.
SMILES,S3 lipid droplet,S3 lipid droplet cell count max
Cc1cccc(-n2ncc3c(NCc4ccco4)ncnc32)c1,-3.6%,-2.7
Fc1ccc(NC(=S)NCCN2CCOCC2)cc1,-1.3%,12.4
CCS(=O)(=O)c1nc(S(=O)(=O)c2ccc(Cl)cc2)c(NCc2ccccn2)s1,-3.5%,-6.9
O=C(O)CC/C(=N\NC(=O)c1ccncc1)c1ccccc1,i,-21.4
CC(=O)c1cccc(CN2CCN(Cc3ccccc3)C(CCO)C2)c1 (stereo not drawn),-3.1%,14.8
CCc1ccc(C2(O)CC(C(F)(F)F)=NN2C(=O)Cc2ccc([N+](=O)[O-])cc2)cc1 (stereo not drawn),?,/
CC(C)C(=O)Nc1ccc(-c2csc(-c3ccccc3)n2)cc1,-9.0%,-16.2
CNC(=O)Nc1nnc(C(C)(C)C)s1,?,/
CC(=O)Nc1ccc(NC(=O)CSc2nnnn2-c2ccc(F)cc2)cc1,1.9%,-4.4
COc1ccc(C(=O)NCC(=O)O)cc1,16.4µM*,-3.9*
O=C(c1cccc2cccc(O)c12)N1CCCCC1,1.1%,-0.8
COc1ccc(C2N=C(c3ccccc3)C(C)(C)N2O)cc1OC (stereo not drawn),?,/
CC1(C)CC(=O)C=C(NCCN2CCNCC2)C1,?,/
CCC1Oc2ccc(C)cc2N(CC(=O)N(Cc2cccnc2)Cc2ccc(C)o2)C1=O (stereo not drawn),?,/
CCNC(=O)CC1C(=O)N(c2ccc(C)cc2)C(=O)N1CCOC (stereo not drawn),i,18.0
COc1ccc(NC2=NC(=S)N(c3ccccc3C)C23CCCCC3)cc1,?,/
Cc1ccc2nc(SCC(=O)NCc3ccc4c(c3)OCO4)nc(=O)n2c1,?,/
COc1ccc(C(C(N)=O)c2ncc(C(F)(F)F)cc2Cl)cc1 (stereo not drawn),i,/
O=C(COC(=O)c1cc(S(=O)(=O)Nc2ccccc2Cl)ccc1O)Nc1nc2ccccc2s1,?,/
O=C(N/N=C/c1cccs1)c1n[nH]c2c1CCC2,-10.1%,-19.2
CSCC[C@H](N)C(=O)N1CCC(C(=O)N[C@H](C)C(=O)NC(C)c2ccccc2)CC1 (stereo partly drawn),-3.2%,-14.1
Cc1ccc(Cl)cc1NC(=O)COC(=O)C1CCCC1,13.5%,-17.9
Cc1cc(C)cc(NC(=O)CS(=O)(=O)c2cccc3nsnc23)c1,?,/
O=C(CSc1nnc(-c2ccco2)n1CC1CCCO1)c1ccc(F)cc1 (stereo not drawn),?,/
COc1ccc(C(C(=O)NC2CCCC2)N(C(=O)c2ccco2)c2ccc3c(c2)OCO3)cc1OC (stereo not drawn),17.5%,/
# Next section.
SMILES,S3 lipid droplet,S3 lipid droplet cell count max
CN(Cc1ccccc1F)c1ccc(S(=O)(=O)N2CCCC2)cn1,7.8%,-7.5
COc1ccc(NC(=O)CSc2nnc(-c3cccnc3)n2Cc2ccco2)c(OC)c1,1.9%,-15.6
Cc1cc(C)c2oc(C(=O)NCc3ccccc3)cc(=O)c2c1,?,/
Cc1nc(Cl)sc1C(=O)Nc1ccc(C(C)(C)C)cc1,7.31µM*,1.1*
CCN(CC)S(=O)(=O)c1cccc(C(=O)NCCCn2ccnc2)c1,-22.1%,4.8
O=Cc1cn(-c2ccccc2)nc1-c1cc2cc(O)ccc2oc1=O,?,/
COCCN(C(=O)COC(=O)Cc1c[nH]c2ccccc12)c1c(N)n(Cc2ccccc2)c(=O)[nH]c1=O,?,/
CN1CCN(c2c(/C=N/O)c3ccccc3n2C)CC1,-10.4%,27.6
COC(=O)NNC(=S)Nc1cc(OC)ccc1OC,?,/
Cc1cc(C(=O)N2CCC(C(=O)O)CC2)c(C)o1,?,/
Cc1cccc(CN2CCc3c([nH]c4ccccc34)C2CC(C)C)n1 (stereo not drawn),?,/
Cn1c(=O)n(C)c2cc(/C=C(/C#N)C(=O)NCc3ccco3)ccc21,-15.5%,1.2
COCCCNC(=S)N1CCN(C(=O)C(=O)Nc2ccc(C(=O)OC)cc2)CC1,10.9%,11.9
O=C(NNc1nc2cc3c(cc2s1)OCO3)c1ccc(F)cc1,?,/
Cc1cccc(NC(=O)Cc2noc3ccccc23)c1C,4.5%,/
CCN(Cc1ccccc1)S(=O)(=O)c1ccc(C(=O)N(CCCN(C)C)c2nc3ccc(F)cc3s2)cc1,?,/
O=C(CN1CCN(c2ccc(F)cc2)CC1)Nc1ccccc1C(=O)NCCc1ccccc1,?,/
CCOC(=O)c1cn(-c2ccccc2)nc1-c1ccncc1,9.5%,-17.3
COc1cc(C(=O)OCC(=O)NCc2ccc(F)cc2)cc(NC(=O)c2cccs2)c1OC,?,/
O=c1cc(O)nc(SC23CC4CC(CC(C4)C2)C3)[nH]1,?,/
COc1ccc(NC(=O)c2ccccc2CC[N+](=O)[O-])cc1,10.0%,/
CC1CC(C)CN(C(=O)c2ccc3c(c2NCCO)C(=O)c2ccccc2C3=O)C1 (stereo not drawn),?,/
CN(C(=O)COC(=O)C1=COCCO1)C1(C#N)CCCCC1,?,/
Cc1cccc(C)c1NC(=S)N/N=C/c1c(Cl)cccc1Cl,6.0%,15.5
O=[N+]([O-])c1ncn(C23CC4CC(CC(C4)C2)C3)n1,23.0%,10.9

# Profiles from above. Order of values: S3 lipid droplet	S3 lipid droplet cell count max
# O=C(c1cccc2cccc(O)c12)N1CCCCC1 is listed with 1.1%	-0.8
# O=C(N/N=C/c1cccs1)c1n[nH]c2c1CCC2 is listed with -10.1%	-19.2

# The results go on.
SMILES,S3 lipid droplet,S3 lipid droplet cell count max
C=CCOC(=O)C1=C(C)NC(=O)NC1/C=C/c1ccccc1OC (stereo not drawn),?,/
O=C(NCCc1ccc(Cl)cc1Cl)C1=CC=CN2CCS(=O)(=O)N=C12,-3.7%,5.8
Cc1cccc(N2CCN(C(=O)CCS(=O)(=O)c3ccc4c(c3)oc(=O)n4C)CC2)c1C,i,16.7
Clc1cccc(Nc2nc(-c3ccncc3)cs2)c1,-3.1%,27.1
Cc1ccc(C(=O)N/C(=C\c2ccc(Cl)cc2)C(=O)NCC2CCCO2)cc1 (stereo not drawn),5.9%,-7.6
COc1ccc(-n2nc(C(=O)NCC(=O)NC(C)C)c3ccccc3c2=O)c(OC)c1,?,/
O=C1C2CC=CCC2C(=O)N1Nc1ccccc1 (stereo not drawn),1.2%,-6.7
NC(=O)C1CC(O)CN1c1nc(CN2CCOCC2)nc2scc(-c3ccccc3)c12 (stereo not drawn),?,/
O=C(Nc1ccncc1Cl)c1ccncc1,i,-4.4
Cc1cc(NC(=O)COc2ccc(N(C)S(=O)(=O)c3ccccc3)cc2)no1,20.6%,13.3
CC(=O)c1cccc(S(=O)(=O)NCCC(=O)O)c1,?,/
O=C(Nc1cc(S(=O)(=O)N2CCOCC2)ccc1N1CCOCC1)c1cccc(S(=O)(=O)N2CCCCC2)c1,-17.6%,1.5
COc1ccccc1NC(=O)CSc1nncn1-c1ccccc1,?,/
O=C(NC1CCCCC1)C(c1ccccc1)N1CCOCC1 (stereo not drawn),-1.4%,15.9
Cc1cc2nc(N)sc2cc1[N+](=O)[O-],10.8%,-7.7
Cc1ccc(S(=O)(=O)N(C)S(=O)(=O)c2ccc(C)cc2)cc1,?,/
COc1ccc(-c2cn[nH]c2C)cc1OC,?,/
CCNC(=S)NS(=O)(=O)c1ccc(F)cc1,?,/
Cc1ccc(Cn2ccc(NC(=O)c3cc(C(C)C)on3)n2)cc1,?,/
Cc1ccccc1-c1nnc(SCC(=O)Nc2cccc(C)c2C)o1,?,/
COC(=O)c1ccc(/C=N/NC(=O)c2ccc3nc[nH]c3c2)cc1,i,-3.0
COCCNc1nc(N)c([N+](=O)[O-])c(NCc2ccccc2)n1,?,/
COc1cc(C(=S)N2CCCC2)ccc1OS(=O)(=O)c1ccc(NC(C)=O)cc1,?,/
Cc1cc(C(=O)NCCN2CCOCC2)ccc1[N+](=O)[O-],?,/
Cc1nn(C)c(C)c1C(C)NC(=O)c1ccc(OC2CCN(Cc3ccccn3)CC2)cc1 (stereo not drawn),?,/

# In a second layout: four of the compounds above
Cc1cc2nc(N)sc2cc1[N+](=O)[O-]
  S3 lipid droplet: 10.8%
  S3 lipid droplet cell count max: -7.7

Cc1ccc(S(=O)(=O)N(C)S(=O)(=O)c2ccc(C)cc2)cc1
  S3 lipid droplet: ?
  S3 lipid droplet cell count max: /

COc1ccc(-c2cn[nH]c2C)cc1OC
  S3 lipid droplet: ?
  S3 lipid droplet cell count max: /

CCNC(=S)NS(=O)(=O)c1ccc(F)cc1
  S3 lipid droplet: ?
  S3 lipid droplet cell count max: /

# The listing continues:
SMILES,S3 lipid droplet,S3 lipid droplet cell count max
COc1ccc(NC(=O)c2cc(C(C)C)on2)c(OC)c1,?,/
O=C(Nc1ccc(OCc2ccccc2)cc1)Nc1cccnc1,12.3%,-4.3
O=C(NNC(=O)c1cc2ccccc2cc1O)Nc1ccccc1F,-21.8%,-18.4
O=C(CCNC(=O)c1ccccc1Cl)Nc1cccc(S(=O)(=O)N2CCCCC2)c1,?,/
COc1cccc(-c2nc(C(N)=O)c3[nH]c(=O)n(-c4cccc(Cl)c4)c3n2)c1OC,i,/
OC(C#CCN1CCOCC1)(c1ccccc1)C1CCCCC1 (stereo not drawn),?,/
COc1ccc(C)cc1Nc1nc(N)c2cc(OC)c(OC)cc2n1,?,/
CCS(=O)(=O)Nc1ccc(C2=NN(C(=O)c3ccccc3)C(c3cccs3)C2)cc1 (stereo not drawn),?,/
Cc1cc(C)c(NC(=O)Cn2cc3c(n2)CCCC3)c(C)c1,?,/
CC(=O)OC[C@H]1O[C@@H](O/N=C/[C@@H](C)[C@H](OCc2ccccc2)C(C)C)[C@H](OC(C)=O)[C@@H](OC(C)=O)[C@@H]1OC(C)=O,-3.8%,7.8
CCC1Oc2ccc(C)cc2N(CC(=O)NCc2ccccc2OC)C1=O (stereo not drawn),?,/
Cc1cc(OCC(=O)Nc2cccc(S(=O)(=O)NC3=NCCCCC3)c2)ccc1Cl,10.3%,0.7
CN(C)CCNC=C(C(=O)Nc1ccc(Cl)cc1Cl)C(=O)Nc1ccc(Cl)cc1Cl,22.2%,/
O=C(/C=C/c1cccc(F)c1)Nc1cc(S(=O)(=O)N2CCOCC2)ccc1N1CCCC1,?,/
CCCOc1ccc(S(=O)(=O)NCCN2CCOCC2)c2ccccc12,i,-10.3
Cc1ccc(C)c(/C(O)=C2\C(=O)C(=O)N(CCCn3ccnc3)C2c2ccncc2)c1 (stereo not drawn),i,-20.2
COc1cc(O)c(/C=N/NC(=O)c2ccncc2)c(OC)c1[N+](=O)[O-],-7.0%,-9.5
CC1CCN(c2cc(=O)n(C3CCCCC3)c(=O)[nH]2)CC1,11.5%,14.4
CCn1c(=O)c2c(nc(SCC(=O)Nc3ccccc3)n2C)n(C)c1=O,-22.9%,17.8
NC(=O)C1CCN(C(=O)COc2ccc3ccccc3c2)CC1,0.4%,13.5
O=c1c2ccccc2nc2c3ccccc3ncn12,?,/
CC(C)(C)NCC(O)CON=C1c2ccccc2-c2ccccc21 (stereo not drawn),-6.2%,0.6
CCOc1ccc(NS(=O)(=O)c2cccc(C(=O)N(C)Cc3ccco3)c2)cc1,?,/
O=C(Nc1cccc(C(F)(F)F)c1)/C(=C\c1ccco1)NC(=O)c1cccs1,-12.2%,-0.6
COc1ccccc1NS(=O)(=O)c1cccc(C(=O)N/N=C/c2cn(-c3ccccc3)nc2-c2ccccc2)c1,?,/

# Laid out differently: two of the compounds above.
# Under each structure – S3 lipid droplet, S3 lipid droplet cell count max
O=C(CN1CCN(c2ccc(F)cc2)CC1)Nc1ccccc1C(=O)NCCc1ccccc1
→ ?, /
CC(=O)OC[C@H]1O[C@@H](O/N=C/[C@@H](C)[C@H](OCc2ccccc2)C(C)C)[C@H](OC(C)=O)[C@@H](OC(C)=O)[C@@H]1OC(C)=O
→ -3.8%, 7.8

# Further results follow.
SMILES,S3 lipid droplet,S3 lipid droplet cell count max
O=C(NCCN1CCOCC1)C1CCN(S(=O)(=O)N2CCCCC2)CC1,6.2%,5.7
COCCNC(=O)/C(C#N)=C/c1ccc(OCc2ccccc2)cc1,-5.7%,-11.3
Cc1ccc(OCC(=O)Nc2ccccc2F)cc1C,?,/
CN(c1ccccc1)S(=O)(=O)c1ccc(NC(=S)Nc2ccccc2)cc1,?,/
O=C(COC(=O)C(c1ccccc1)c1ccccc1)NCc1ccco1,?,/
Cc1nc(NC(=O)CN2CCOCC2)sc1-c1ccccc1,26.3%,-14.6
COc1ccc(NC(=S)NCCc2ccccc2OC)c(OC)c1,?,/
CCOc1ccc(NS(=O)(=O)c2ccc(C(=O)NCC(c3ccc(OC)cc3)N3CCOCC3)cc2)cc1 (stereo not drawn),?,/
NS(=O)(=O)c1ccc(CNC(=O)c2cc(-c3ccccn3)nc3ccc(Cl)cc23)cc1,-4.8%,8.5
CC(C)(C)C(=O)OCc1nc(-c2ccc(O)c(O)c2)cs1,?,/
O=C(c1cc(COc2ccc(F)c(F)c2)on1)N1CCN(C/C=C/c2ccccc2)CC1,?,/
CCOC(=O)CSc1nc(Cc2ccccc2)nc2ccccc12,0.2%,/
COc1ccccc1-c1cc2ccccc2[nH]1,1.7%,-9.3
COc1ccc(OC)c(CCNC(=O)CC2Oc3ccccc3NC2=O)c1 (stereo not drawn),?,/
COc1ccc(OC)c2c(C)cc(C)nc12,5.8%,-7.5
CCc1[nH]nc2c1C1(C(=O)N(Cc3ccccc3)c3ccccc31)C(C#N)=C(N)O2 (stereo not drawn),16.5%,1.3
Cc1cc(C)c(N=Cc2c(O)c3ccccc3oc2=O)c(C)c1,i,/
C/C=C/c1ccc(OCCCCN2CCN(CC)CC2)c(OC)c1,-4.0%,/
CCN(C(=O)c1cccc(NC(=O)c2ccccc2)c1)C1CCCCC1,?,/
COc1ccc(CCN2C(=O)C3C4CC(C5C(C(=O)O)=NOC45)C3C2=O)cc1OC (stereo not drawn),?,/

# This is a subset; count on the stated rates, not on these rows.
